HKDC1 inhibitor: HKDC1 hexokinase inhibitors, primary screen, biochemical, fluorescence, uHTS. Q2TB90. hit rate 0.16% among 340,000. AID 493160, 2011. inhibition, % at 20 µM. recombinant HKDC1, G6PDH/diaphorase resazurin coupled fluorescence;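 active = inhibition above about 35% when tested at 20 µM, limit read from the data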;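 note: plate controls were DMSO wells with enzyme for no effect and DMSO wells lacking enzyme for full effect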
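Assay system – recombinant HKDC1 (HK5) hexokinase enzyme, produced in-house · Input – HKDC1 at 5 µg/mL · Reagent – glucose plus 1 mM ATP as hexokinase substrates · Timing – 90 min reaction incubation at room temperature, dark · Measured by – G6PDH/diaphorase-coupled fluorescence, 1 mM NADP, 100 µM resazurin, 525/613 nm · Benchmarks – DMSO-enzyme wells negative, buffer-substituted wells positive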
hIAP block: human IAP inhibitors, primary screen, biochemical, luminescence, uHTS | Intestinal-type alkaline phosphatase (Homo sapiens), P09923 | purified IAP, CDP-Star luminescence, 30 min | inhibition, % at 10 µM | hit rate 0.12% among 330,000;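 active = inhibition reaching a set limit with compound at 10 µM in the primary screen, cut at about 35% in these data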;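 note: plate controls were DMSO wells with enzyme for no effect and no-enzyme buffer wells for full effect; values of inactives mirror those of a sister screen read the other way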
mIAP act: activators of mouse IAP, primary screen, biochemical, luminescence, uHTS. activation factor at 10 µM. hit rate 0.24% among 330,000. AID 2805, 2010. intestinal alkaline phosphatase [Mus musculus]. muIAP, CDP-Star luminescence, 30 min; stronger effect = higher value; 1 = vehicle-only enzyme signal, 0 = enzyme-free wells;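 active = activation factor of at least 2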; note: the source names both 10 and 20 µM as test concentration; values of inactives mirror those of a sister screen read the other way
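System: mouse IAP enzyme. Reagent: CDP-Star chemiluminescent phosphatase substrate. Benchmarks: DMSO wells, no-enzyme wells. Times: 30 min enzyme-substrate-compound incubation at room temperature. Detection: luminescence from enzymatic CDP-Star hydrolysis. Doses: test compounds delivered from DMSO solution.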
PfGluPho inh: PfG6PD enzyme inhibitors, primary screen, biochemical, fluorescence intensity, uHTS | PfGluPho enzyme, NADPH resazurin-diaphorase fluorescence | inhibition, % at 20 µM | hit rate 0.78% among 350,000 | AID 504690, 2011;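 active = inhibition reaching at least a set limit at 20 µM in the primary screen, cut at about 59% in these data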;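 note: 0% = DMSO wells with substrate and 100% = DMSO wells lacking glucose-6-phosphate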
mIAP inh: inhibitors of mouse IAP, primary screen, biochemical, luminescence, uHTS; purified mouse IAP, CDP-Star luminescence, 30 min; inhibition, % at 10 µM; hit rate 0.2% among 330,000; AID 2806, 2010;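 active = inhibition of at least 40% at 10 µM in the primary screen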;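 note: plate controls were DMSO with enzyme for no effect and no enzyme wells for full effect; values of inactives mirror those of a sister screen read the other way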
ATG4B inh: ATG4B protease inhibitors, primary screen, biochemical, fluorescence, uHTS; Cysteine protease ATG4B (Homo sapiens), Q9Y4P1; ATG4B cleavage of LC3-PLA2, NBD-HPC fluorescence, 1 h; inhibition, % at 8.33 µM; hit rate 0.51% among 340,000; AID 504462, 2011; in the data active = inhibition above about 40%
Target sequence (Q9Y4P1 whole entry, looked up): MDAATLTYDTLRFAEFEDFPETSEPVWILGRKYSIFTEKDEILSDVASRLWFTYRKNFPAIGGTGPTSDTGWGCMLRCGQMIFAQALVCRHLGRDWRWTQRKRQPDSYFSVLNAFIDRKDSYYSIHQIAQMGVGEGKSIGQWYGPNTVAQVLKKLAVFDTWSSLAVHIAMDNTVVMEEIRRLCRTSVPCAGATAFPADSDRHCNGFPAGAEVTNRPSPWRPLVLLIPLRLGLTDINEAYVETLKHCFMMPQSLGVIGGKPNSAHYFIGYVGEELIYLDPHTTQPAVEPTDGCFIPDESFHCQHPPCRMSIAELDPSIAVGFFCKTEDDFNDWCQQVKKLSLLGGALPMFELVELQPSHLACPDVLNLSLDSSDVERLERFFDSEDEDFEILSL
A3A deaminase: APOBEC3A ssDNA deaminase inhibitors, primary screen, selectivity assay for APOBEC3G inhibitor project, biochemical, FAM/TAMRA oligo cleavage fluorescence | hit rate 0.41% among 330,000 | inhibition, % at 20 µM | recombinant A3A, FAM/TAMRA ssDNA deamination fluorescence;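 active = at least 40% inhibition at 20 µM here, with at most 30% in a related deaminase screen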;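 note: plate controls were A3A with DMSO for no effect and wells lacking A3A enzyme for full effect; some results filed as inactive read as strong as hits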
Target sequence (P31941 whole entry, looked up): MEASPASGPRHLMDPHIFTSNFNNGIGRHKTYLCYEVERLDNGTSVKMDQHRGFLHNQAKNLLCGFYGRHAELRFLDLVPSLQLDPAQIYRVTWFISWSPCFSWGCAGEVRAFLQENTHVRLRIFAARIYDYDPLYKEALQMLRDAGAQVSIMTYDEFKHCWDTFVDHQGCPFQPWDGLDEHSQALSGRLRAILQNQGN
hIAP activ: human IAP activators, primary screen, biochemical, luminescence, uHTS; activation factor at 10 µM; hit rate 0.16% among 330,000; purified human IAP, CDP-Star luminescence, 30 min; stronger effect = higher value; 1 = vehicle-only enzyme, 0 = enzyme-free background; AID 2524, 2010; Intestinal-type alkaline phosphatase (Homo sapiens), P09923;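 active = activation factor of the enzyme at least 2-fold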; note: the source names both 10 and 20 µM as test concentration; values of inactives mirror those of a sister screen read the other way
* hit, by the source's call; & = joins results of further samples. The order is random; overall some 2.4% were active at least once.

HKDC1 inhibitor	hIAP block	mIAP act	PfGluPho inh	mIAP inh	ATG4B inh	A3A deaminase	hIAP activ	SMILES
-7	-16	0.99	-14	1	-1	1	1.2	Cc1ccc(C2=NCCNC2=O)c(C)c1
1	6	0.89	16	11	5	0	0.94	Cc1cc(C)c(S(C)(=O)=O)c(Oc2ccc(C(C)(C)C)cc2)n1
7	-14	1.2	5	-16	1	-2	1.1	COc1ccccc1Nc1nc(C2(C)CCC(=O)O2)cs1 (stereo not given)
0	16	1.1	-5	-11	-19	-1	0.84	CCOC(=O)c1c(NC(=O)CSc2nnnn2C)sc(C)c1C
2	-1	1	-1	-2	-19	-2	1	COc1ccc(S(=O)(=O)Nc2ccc3c(c2)CC(=O)N([C@@H](C)CO)C[C@H](C)[C@@H](CN(C)S(=O)(=O)c2ccc(F)cc2)O3)cc1
-8	-5	1	6	-4	8	2	1.1	Cc1ccc(NC(=S)N2CCCCC2CO)cc1C (stereo not given)
-4	13	1.1	-2	-7	4	-2	0.87	CCN(CC(=O)Nc1ccc(OC)cc1)C(=O)C1CCN(C(=O)c2ccc(Cl)cc2)CC1
-7	-7	0.95	-2	4	2	4	1.1	Cc1cccc(-c2oc(C)c(C)[n+]2[O-])c1
1	-45	1	12	-1	0	3	1.5	CSC1=N/C(=C\c2cccc(Cl)c2)C(=O)N1N(C)C
-3	1	1	4	-3	1	-3	0.99	Cc1nc2ccccc2n1/C(=N\S(=O)(=O)c1ccccc1)c1ccccc1
-2	0	1.1	10	-6	-8	-3	1	CCOc1ccccc1NC(=O)c1cnccn1
14	13	1.1	-12	-10	1	-1	0.87	COC(=O)CSc1cc([N+](=O)[O-])cc2c1c(C1OCCO1)nn2-c1ccccc1
-1	22	0.97	-10	2	0	0	0.78	O=C(COC(=O)Cc1ccc(F)cc1)NC(=O)NC1CCCC1
-2	8	1	-12	-4	3	0	0.92	O=C(NCCN1CCN(c2ccccc2)CC1)c1ccccc1F
-5	8	0.96	-6	4	-15	-2	0.92	Nc1c(C(=O)Nc2ccc3c(c2)OCCO3)nnn1Cc1ccc(F)cc1
-4	29	1.1	13	-11	-1	-1	0.71	Cc1ccc(S(=O)(=O)N(C)c2ccc(OCc3cccc(C)c3)cc2)cc1
-1	-11	1	-3	-2	0	-2	1.1	COc1ccc(NC(=O)C2CCC(=O)N2C(=O)OCc2ccccc2)cc1 (stereo not given)
-3	-2	0.99	-5	1	2	4	1	Cc1nn(C2CCS(=O)(=O)C2)c(C)c1CN(C)C(=O)c1ccc(Cl)cc1 (stereo not given)
10	6	1	4	-5	-4	3	0.94	O=C(c1ccco1)N1c2ccccc2Sc2ccccc21
-1	17	0.95	-10	5	4	-2	0.83	O=C(CN1C(=O)C2C3C=CC(C3)C2C1=O)OCC(=O)c1ccccc1 (stereo not given)
-7	-4	1	-15	-5	7	2	1	O=C(Nc1cccnc1)c1scc2c1OCCO2
-5	-10	1	-7	-2	27	3	1.1	O=C(Oc1ccc2ccc(=O)oc2c1)C1CCCCC1
-1	-8	0.96	-4	4	1	-3	1.1	Cc1ccc(S(=O)(=O)Nc2cccc(C(=O)NCc3ccccn3)c2)cc1F
-5	5	1	0	-2	8	37	0.95	CC(C)[C@H](NC(=O)OCc1ccccc1)C(=O)OCC(=O)Nc1ccc(N2CCOCC2)cc1
-5	-13	1	11	-3	0	2	1.1	CCOc1ccc(CCNC(=O)c2cccc(S(=O)(=O)N3CCCCC3)c2)cc1OCC

Reprinted at random: 2 entries already listed.
HKDC1 inhibitor	hIAP block	mIAP act	PfGluPho inh	mIAP inh	ATG4B inh	A3A deaminase	hIAP activ	SMILES
-5	-13	1	11	-3	0	2	1.1	CCOc1ccc(CCNC(=O)c2cccc(S(=O)(=O)N3CCCCC3)c2)cc1OCC
-1	22	0.97	-10	2	0	0	0.78	O=C(COC(=O)Cc1ccc(F)cc1)NC(=O)NC1CCCC1

Remaining list, next part.
HKDC1 inhibitor	hIAP block	mIAP act	PfGluPho inh	mIAP inh	ATG4B inh	A3A deaminase	hIAP activ	SMILES
5	-11	1.1	-3	-7	-1	0	1.1	O=C(NC1CC1)c1cc(-c2ccccn2)nc2ccccc12
-5	1	0.87	1	13	-9	40*	0.99	CCc1noc(C)c1C(=O)N1CCN(S(=O)(=O)c2ccc(C(C)=O)cc2)CC1
0	12	1	18	-2	-10	0	0.88	COc1cccc(OCCCCN2CC(C)OC(C)C2)c1 (stereo not given)
52*	-17	0.92	44	8	13	2	1.2	N#C/C(C(N)=O)=c1/ccc2c(c1)N1C3=C(CCCC3)CC3CCCCC31N=2 (stereo not given)
-2	18	0.97	2	2	-2	-2	0.82	CCOC(=O)c1sc2ncnc(N3CCN(C(=O)OCC)CC3)c2c1C
2	-4	0.98	-1	2	7	-3	1	CC(=O)N1N=C(c2ccccc2)OC12CCCC2
-6	-1	1.1	-2	-14	10	-1	1	CN1CCN(Cc2c(O)ccc3c2oc(=O)c2ccccc23)CC1
-4	-14	1	7	-1	-2	6	1.1	O=S(=O)(NCC1COc2ccccc2O1)c1ccccc1F (stereo not given)
-8	6	0.96	8	4	-5	-3	0.94	O=C(c1cccc(N2C(=O)C3C4C=CC(C4)C3C2=O)c1)N1CCCc2ccccc21 (stereo not given)
-3	4	0.86	11	14	-3	-1	0.96	O=C(Nc1cccc([N+](=O)[O-])c1)c1cnccn1
1	0	1.2	-15	-22	-1	0	1	CC(=O)c1c(-c2ccccc2)c2cc(Cl)ccc2[nH]c1=O
-7	-5	1.1	7	-7	5	-1	1.1	COc1cccc(CSc2nnc(C(F)(F)F)n2Cc2ccc(F)cc2)c1
-20	8	1	-10	-4	0	-4	0.92	COC(=O)C(C(=O)OC)c1ncc(C(F)(F)F)cc1Cl
0	0	1.1	-16	-5	-3	1	1	CC(C)(C)C(=O)Nc1cc2c3c(c1)CCN3C(=O)CC2
0&-5	10&-31	1&1.2	-1&-6	-2&-20	0&10	-1&-4	0.9&1.3	CCOC(=O)[C@H](CCc1ccccc1)N[C@@H](C)C(=O)N1CCC[C@H]1C(=O)O
-2	-14	1.1	-3	-9	-19	-4	1.1	CC(=O)c1cc(Cl)ccc1OCC(=O)Nc1cccc(S(=O)(=O)N2CCCC2)c1
-4	-7	1.1	4	-12	1	-2	1.1	COc1ccc(NC(=O)C2Cc3ccccc3CN2C(=O)c2ccco2)cc1 (stereo not given)
-5	-10	0.87	-18	13	4	-7	1.1	C=CCn1c(=O)c(C(=O)NCc2ccc(Cl)cc2)c(O)c2ccccc21
-1	15	0.94	-11	6	2	0	0.85	COc1ccccc1C(=O)Nc1ccc(S(=O)(=O)Nc2nccs2)cc1
4	-1	1	7	-3	-4	2	1	O=C(Cn1nnc2ccccc21)Nc1ccc([N+](=O)[O-])cc1
-5	-25	0.95	-5	5	1	5	1.3	Cc1cc(C)cc(NC(=O)c2ccccc2CC[N+](=O)[O-])c1
-3	-14	0.91	3	9	-1	-2	1.1	CCc1ccc(NC(=O)c2cccnc2)cc1
-6	4	0.98	-3	2	-5	-5	0.96	Cn1c(SCC(=O)c2ccc(O)cc2O)nnc1-c1ccccc1
9	-8	1.1	35	-5	-3	-2	1.1	Cc1ccc2cccc(OCc3cccc([N+](=O)[O-])c3)c2n1
-6	-2	0.79	-12	21	4	0	1	Cc1cc(-c2nnc(SCC(=O)Nc3nc(-c4ccc(Cl)cc4)cs3)o2)no1
-9	4	0.98	10	2	-8	-6	0.96	CCOC(=O)C1(Cc2cccc(F)c2)CCN(Cc2nc(CC)[nH]c2C)CC1
-7	-1	0.97	-9	3	-5	1	1	CCCCNCCOCCOc1ccc(C)cc1[N+](=O)[O-]
2	-9	1	-16	-1	-4	-3	1.1	COc1ccc(/C(O)=C2/C(=O)C(=O)N(CCN3CCOCC3)C2c2ccc(C)cc2)cc1 (stereo not given)
-7	4	0.94	7	6	5	1	0.96	Cc1cc(=O)oc(C)c1C(=O)NCc1ccccc1
-3	-6	1	-9	-1	-1	1	1.1	Cc1cc(C)n(-c2nnc(C)n2/N=C/c2ccco2)n1
-2	-3	1.1	-2	-8	1	-3	1	Cc1ccc(C(=O)NCCc2nnc3ccc(SCC(=O)Nc4cc(C)on4)nn23)cc1
-1	14	0.88	18	12	-20	-1	0.86	COc1ccc(-c2csc(NC(=O)c3cccc(N4C(=O)CCC4=O)c3)n2)cc1OC
-4	-11	1.1	-6	-15	-13	-4	1.1	Cc1nnc(SCC(=O)c2c(N)n(Cc3ccccc3)c(=O)n(C)c2=O)n1C
0	3	1	7	-4	14	1	0.97	O=C(O)c1cc(-c2ccccc2)n(-c2ccc(F)cc2)n1
1	10	1	16	-4	2	-1	0.9	COc1cc(/C=C/C(=O)N2CCN(c3n[nH]c(=O)[nH]c3=O)CC2)cc(OC)c1OC
2	-13	1	-15	-4	-5	0	1.1	O=C(c1ccc(COc2c(F)c(F)c(F)c(F)c2F)o1)N1CCOCC1
2	11	0.89	-4	11	2	-2	0.89	O=C(Nc1ccc(S(=O)(=O)Nc2ncccn2)cc1)c1ccccc1
-5	3	0.99	-17	1	-3	-4	0.97	CC(C)n1c(SCC(N)=O)nc2c1c(=O)n(C)c(=O)n2C
0	-17	0.99	3	1	-1	0	1.2	COc1cc(/C=C/C(=O)OCC(=O)N(C)Cc2ccccc2)ccc1O
-14	7	1	20	-1	34	-2	0.93	Cc1cc(C)n(CC(=O)N2N=C(C(F)F)CC2(O)C(F)F)n1 (stereo not given)
-3	-10	0.96	11	4	-3	-9	1.1	Cc1ccc2c(=O)cc(C(=O)NC3CCS(=O)(=O)C3)oc2c1C (stereo not given)
3	-18	1	-14	-5	5	-3	1.2	CCN(C(=O)c1cnc(OC)cc1C(F)(F)F)c1ccc(Cl)cc1
-3	16	1.1	-8	-7	-7	-1	0.84	Cc1cc(NC(=O)CSc2nnnn2-c2cc(Cl)ccc2C)no1
-3	-17	1	10	-2	-3	25	1.2	CC(NC(=O)c1cccc(S(=O)(=O)N2CCN(Cc3ccccc3)CC2)c1)c1ccc(Br)cc1 (stereo not given)
-9	-6	0.94	-2	6	4	-2	1.1	COc1ccccc1COCC(O)CN(Cc1ccco1)Cc1ccccc1O (stereo not given)
4	-3	1	38	-1	-8	0	1	O=C(Nc1ccccc1C(=O)NCCN1CCOCC1)c1cccc([N+](=O)[O-])c1
-10	8	1.1	-8	-8	-1	-4	0.92	O=C(CCNS(=O)(=O)c1ccccc1C(F)(F)F)NCc1ccc2c(c1)OCO2
1	-2	1.1	-3	-5	12	2	1	COc1cccc(CN2CCNC(=O)C2CC(=O)NCc2cn3cccc(C)c3n2)c1OC (stereo not given)
-1	-16	0.93	3	7	6	-8	1.2	CN(/N=C/c1ccccc1O)C(=S)c1ccccc1

Quoted from the listing:
In PfGluPho inh, O=C(c1ccc(COc2c(F)c(F)c(F)c(F)c2F)o1)N1CCOCC1 shows -15
In hIAP block, CCN(C(=O)c1cnc(OC)cc1C(F)(F)F)c1ccc(Cl)cc1 shows -18
In mIAP inh, COc1cc(/C=C/C(=O)N2CCN(c3n[nH]c(=O)[nH]c3=O)CC2)cc(OC)c1OC shows -4

Assay outcomes (PubChem BioAssay)
